Source: PubChem (Sanford-Burnham Center for Chemical Genomics)
TAG inh: triacylglycerol accumulation inhibition; inhibition, % at 12.5 µM; hit rate 0.66% among 230,000; H9c2 cells, Nile Red lipid (TAG) fluorescence; cells loaded with 200 µM oleic acid;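 active = pattern-corrected inhibition of lipid staining of at least 50% with the nuclear-stain viability signal not falling by more than 50%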;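 also: 0% = DMSO wells and 100% = triacsin C control wells; some results filed as inactive read as strong as hits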
TAG inh DAPI viability: also measured in TAG inh; calls as there; DAPI nuclei signal change (viability), lower = more cytotoxic, %;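 whole-well DAPI fluorescence read on a plate reader as a viability signal; minus 50 percent equals half of cells still viable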
* = called active by the depositor. This is a subset; rates above refer to the full screens.

canonical_smiles,TAG inh,TAG inh DAPI viability
COCCN1C(=O)c2ccccc2C(C(=O)N2CCN(c3ccccc3)CC2)C1c1ccc(F)cc1 (stereo not given),37,5
CCN(CC)c1ccc(/C=N/N2CCN(Cc3ccccc3Cl)CC2)c(O)c1,12,13
CCOc1ccc(N(CC(=O)Nc2ccc(F)c(F)c2)S(=O)(=O)c2c(C)noc2C)cc1,-6,5
COc1cc(/C=C/C(=O)N2CCN(CC(O)COc3ccccc3)CC2)cc(OC)c1OC (stereo not given),7,1
CC(C)NC(=O)N(C)C[C@H]1Oc2ccc(NS(=O)(=O)c3ccc(F)cc3)cc2C(=O)N([C@H](C)CO)C[C@@H]1C,-5,-8
COc1ccc(CC(=O)Nc2cc(=O)n(C)c(=O)n2C)cc1OC,-2,-5
CC1(C)CC(=O)C(C=NCC2CCN(C(=O)Cc3ccccc3)CC2)=C(O)C1,11,-9
Cc1cccc(Oc2ccc(Cl)cc2N)c1,6,-9
CCOC(=O)C1C(=O)NC(c2ccccc2)=NC1c1cccc(Br)c1 (stereo not given),12,-5
N/C(=N\OC(=O)c1ccc(Cl)c(Cl)c1)c1cccc(CSc2ccccn2)c1,11,-8
Cc1ccc(S(=O)(=O)N2CCc3ccccc3C2CC(=O)O)cc1 (stereo not given),-9,6
Cn1nnnc1SCC(=O)N(C1CCCCC1)C1CCS(=O)(=O)C1 (stereo not given),-4,-5
CC(C)n1c(NCc2ccc(Cl)cc2)nc2ccccc21,-11,11
CC(C)COc1ccc(C(=O)N2C(=O)c3ccc(N)cc3C2=O)cc1,-2,-2
CCN(C1CCCCC1)S(=O)(=O)c1c(C)n(C)c(=O)n(C)c1=O,-2,-3
N#Cc1cnc(NN)nc1,16,-12
CCCn1c(N)c(N(CCOC)C(=O)c2cc(-c3ccco3)nc3ccccc23)c(=O)[nH]c1=O,2,13
COc1ccc(C(OC(=O)c2ccco2)C(=O)NCc2ccco2)cc1 (stereo not given),-8,15
O=S(=O)(NCc1nc(-c2ccccc2)no1)c1ccc(F)cc1,8,-1
NC(=O)NC(=O)C[n+]1cccc(/C=N/O)c1,7,-10
Cc1nc2ccccc2c(N)c1C(=O)/C=C/c1ccccc1,-64,-5
COc1ccc(C(N)c2csc(Nc3ccc(C(F)(F)F)cn3)n2)cc1 (stereo not given),19,-7
Cc1cc(O)c2c(c1)C(O)(C1OC(CO)C(O)C(O)C1O)c1cccc(O)c1C2=O (stereo not given),0,-5
Cc1ccc2nc3c(nc2c1C)C(O)=C3O,6,8
S=C1NCN(Cc2ccco2)CN1CCc1ccccc1,-10,0
O=C1[C@H]2[C@@H](c3ccccc3)N[C@]3(CCCN(Cc4ccc(F)cc4)C3=O)[C@H]2C(=O)N1Cc1ccccc1,2,-4
CCOC(=O)c1ccc(COC(=O)c2nonc2N)cc1,-6,3
COc1ccc(C(=O)CN2C(=O)NC3(CCCc4ccccc43)C2=O)cc1 (stereo not given),16,-4
O=C(CN1CCN(S(=O)(=O)c2ccccc2F)CC1)Nc1ccnn1C1CCCC1,-6,4
CNCCCC1Sc2ccccc2Oc2ccccc21 (stereo not given),14,11
O=C(Nc1ccc(Cl)cc1)N1CCN(C(=O)C2CCCO2)CC1 (stereo not given),-8,-5
COc1ccc([N+](=O)[O-])cc1N(CC(=O)NCc1ccco1)S(C)(=O)=O,-20,9
C=CCNC(=S)N1CCC(C(=O)c2ccc3c(c2)OCCO3)CC1,6,-9
CC(C)(C)c1ccc(C(=O)OCC(=O)NCc2ccco2)cc1,-4,0
Nc1nc(Nc2ccccc2)nc(C(F)(F)F)n1,12,-6
Cc1cccc(C)c1NC(=O)CNC(=O)c1ccc2c(c1)OCCO2,-4,1
CC1(C(=O)NCc2ccc3c(c2)OCO3)CCN1C(=O)Cc1cccc2ccccc12 (stereo not given),22,-5
O=C(CCc1ccccc1)OCCN1CCOCC1,7,-2
C[C@H]1CCC[C@@]2(O[C@@H](CCO)C[C@H](O)[C@H]2O)O1,-1,-9
O=C(Nc1ccc(N2CCN(C(=O)c3cccs3)CC2)cc1)c1ccc(Br)o1,-25,-7

A draw from above in order of heavy-atom count, ascending:
canonical_smiles,TAG inh,TAG inh DAPI viability
O=C(CCc1ccccc1)OCCN1CCOCC1,7,-2
CC(C)(C)c1ccc(C(=O)OCC(=O)NCc2ccco2)cc1,-4,0
O=C(Nc1ccc(N2CCN(C(=O)c3cccs3)CC2)cc1)c1ccc(Br)o1,-25,-7

(list continues)
canonical_smiles,TAG inh,TAG inh DAPI viability
CC(C)(C)NC(=O)NC(=O)CN1CCN(S(=O)(=O)c2ccccc2)CC1,2,-11
O=C1CCC/C(=N/NC(=O)c2ccc(NS(=O)(=O)c3cccs3)cc2)C1,2,6
C[C@@H](NC(=O)c1nc[nH]c1C(=O)NCC(=O)OCc1ccccc1)c1ccccc1,-2,-4
CCOc1cc(NC(=O)c2ccccn2)c(OCC)cc1NC(=O)CC(C)C,16,6
O=C(O)CCC(=O)Nc1sc2c(c1C(=O)Nc1ccccc1)CCCCC2,17,-6
COC(=O)c1ccc(NC(=O)CSC2=Nc3ccccc3C3CC=NN23)cc1 (stereo not given),32,12
OC(c1ccccc1)c1nc(/C=C/c2ccc(C(F)(F)F)cc2)cs1 (stereo not given),-35,-2
CCC(CO)Nc1ccn2nc(-c3cc(OC)c(OC)c(OC)c3)cc2n1 (stereo not given),41,-2
O=C(CCNC(=O)c1ccccc1)Nc1nc2ccccc2s1,9,0
C[C@H]1O[C@@H](n2cc(F)c(=O)[nH]c2=O)[C@H](O)[C@@H]1O,22,-1
C=Cc1ccc(C2=CC(=O)C[C@H](c3ccc(OC)cc3)C2)cc1,3,3
CC(NCc1ccncc1)C12CC3CC(CC(C3)C1)C2 (stereo not given),10,-1
O=C1OC(c2ccccc2)(N(Nc2ccccc2)c2ccccc2)c2ccccc21 (stereo not given),4,-2
O=C(c1cccc(S(=O)(=O)Nc2ccc(Br)cc2)c1)N1CCCC1,-1,2
Cc1ccc(-c2nc3ncccc3o2)cc1NC(=O)Cc1ccc(Cl)cc1,3,6
CSCCC(NC(=O)COc1ccccc1)C(=O)OC(C)C(=O)Nc1ccccc1C (stereo not given),-8,1
O=C(Nc1ccc(S(=O)(=O)NC2=NCCCCC2)cc1)c1cccs1,0,-2
Cc1nn(Cc2ccc([N+](=O)[O-])cc2)c(=O)n1-c1c(F)cccc1F,-18,2
Nc1cc(N)nc(SCC(=O)Nc2ccccc2)n1,-16,-4
CCN(CC)CCCOC(=O)C1(c2ccccc2)CCCC1,5,20
O=C(Cn1ncc2c(=O)oc3ccccc3c21)NCc1cccnc1,9,-6
C=CCn1cc(CN2CCC(C(=O)Nc3cccc(-c4cccc(F)c4)c3)CC2)c(C)n1,-3,12
O=C(NC1CC2CCCC(C1)N2C(=O)NC1CCCCC1)c1ccccc1 (stereo not given),-1,-8
Cc1nn(Cc2ccc(C(=O)O)o2)c(C)c1[N+](=O)[O-],-3,-1
CCCOc1ccc(-c2cnc(SCC(N)=O)nc2N)cc1,1,2
CCc1ccc(-c2nn(Cc3ccccc3)cc2/C=C/C(=O)O)cc1,-12,5
Cc1nccn1CCC(=O)NC1CC(C)(C)Cc2c1cnn2-c1ccccc1 (stereo not given),-5,-1
COc1ccccc1/C=C1\SC(=S)N(N2C(=O)CCCC2=O)C1=O,9,-7
Cc1onc(-c2c(F)cccc2Cl)c1C(=O)OCC(=O)NC1CC1,-1,13
Cc1cccc(NC(=O)c2cnn3ccccc23)c1C,3,8
C=CCN=C1CCCc2c1[nH]c1ccc(C)cc21,9,15
CCSc1nc(NCCN(C)C)c2c3c(sc2n1)COC(C)(CC)C3 (stereo not given),23,-2
CCN1C[C@@H]2[C@@H]3C(=O)N(Cc4ccccc4)C(=O)[C@@H]3[C@](Cc3ccccc3)(C(=O)OC)N2C1=NC1CCCCC1,15,3
Cc1nn(C(=O)CNC(=O)c2ccccc2)c(C)c1C,-6,3
COc1ccc(/C=C/C(=O)c2c(O)c(OC)c3occc3c2OC)cc1,3,-21
CC(C(=O)c1ccccc1)n1cnc2ccccc2c1=O (stereo not given),-37,0
CCN(CCCNC(=O)CSc1cc(=O)n(C)c2cc(Cl)ccc12)Cc1ccccc1,-1,24
Cc1ccc(C(=O)NCc2ccncc2)cc1S(=O)(=O)Nc1cccc(C)c1C,-5,4
CC1(C)CC2CC(C)(CN2C(=O)CCCN2C(=O)c3ccccc3C2=O)C1 (stereo not given),-1,-2
Cc1nc(NCCc2ccc(S(N)(=O)=O)cc2)c2c(C)c(C)sc2n1,-55,8

Shown field by field: part of the list above.
CCN1C[C@@H]2[C@@H]3C(=O)N(Cc4ccccc4)C(=O)[C@@H]3[C@](Cc3ccccc3)(C(=O)OC)N2C1=NC1CCCCC1
- TAG inh = 15
- TAG inh DAPI viability = 3

Cc1nn(C(=O)CNC(=O)c2ccccc2)c(C)c1C
- TAG inh = -6
- TAG inh DAPI viability = 3

COc1ccc(/C=C/C(=O)c2c(O)c(OC)c3occc3c2OC)cc1
- TAG inh = 3
- TAG inh DAPI viability = -21

CC(C(=O)c1ccccc1)n1cnc2ccccc2c1=O (stereo not given)
- TAG inh = -37
- TAG inh DAPI viability = 0

(continued)
canonical_smiles,TAG inh,TAG inh DAPI viability
COc1ccc(N2C(=O)C3C4C=CC(C5CC45)C3C2=O)c([N+](=O)[O-])c1 (stereo not given),-5,3
CN=C1CC(SC)=C1c1ccc(C)cc1,-30,8
N#CC1=C(N)OC2=C(C(=O)CCC2)C1C1C=CCCC1 (stereo not given),-2,4
CCC(Cc1ccccc1)NS(=O)(=O)c1c(C)nc2sccn2c1=O (stereo not given),-2,1
Cc1nc(-c2cccc(S(=O)(=O)N3CCCC(C)C3)c2)cs1 (stereo not given),-8,-1
O=C(CC1Sc2ccccc2NC1=O)Nc1cccc(C(=O)O)c1 (stereo not given),-9,-7
COc1cccc(-c2onc3ccc(C4(C)OCCO4)cc23)c1,-4,-10
COc1ccc(-c2nc(-c3ccccc3)[nH]c(=O)c2C#N)cc1,-16,22
COc1ccc(S(=O)(=O)NC(C)C(=O)Nc2cccc([N+](=O)[O-])c2)cc1 (stereo not given),-5,2
CC(C)COc1nc2ccccc2nc1C(C#N)C(=O)NC1CCCCC1 (stereo not given),10,-4
CC(C)(C)c1csc(NNC(=O)c2ccc(Br)cc2)n1,55*,-21*
O=C(NNC(=O)c1ccccc1-n1cccc1)c1cccc(Cl)c1,-28,28
Cc1ccc(Cl)cc1Nc1nc(-c2cccnc2)cs1,-4,5
COc1ccc(C(=O)c2ccc(Br)cc2)c(OC)c1OC,-36,13
COc1ccc2nc(-c3ccccc3)[nH]c2c1,6,13
CN/S(=N/S(=O)(=O)c1ccccc1)c1ccc(C)cc1 (stereo not given),-1,0

Three entries from above, set out differently.
Results follow in this order: TAG inh, TAG inh DAPI viability
CC(C)(C)c1csc(NNC(=O)c2ccc(Br)cc2)n1
→ 55*, -21*
O=C(NNC(=O)c1ccccc1-n1cccc1)c1cccc(Cl)c1
→ -28, 28
Cc1ccc(Cl)cc1Nc1nc(-c2cccnc2)cs1
→ -4, 5

Additional structures.
canonical_smiles,TAG inh,TAG inh DAPI viability
Cc1nnc(N(CCC#N)CCC#N)s1,-9,-6
Cc1ccc(S(=O)(=O)N/N=C2\C(=O)C3(C)CCC2C3(C)C)cc1 (stereo not given),9,-10
O=C(Cc1cc(=O)[nH]c(=O)[nH]1)N1CCC(Cc2ccccc2)CC1,4,-6
Cc1cc(Nc2n[nH]c(N)c2C#N)ccc1F,9,-17
O=[N+]([O-])c1ccc2oc(-c3cccc(O)c3)nc2c1,-12,6
CCn1c(SCC(=O)NC2CC2)nnc1-c1ccccc1OC,-2,-5
CSc1ccc(/C=C/C(=O)OCC(=O)NC2CCCC2)cc1,6,-6
Cc1cc(Cl)c2oc(C(=O)N3CCOCC3)c(C)c2c1,6,6
CC1(Cc2cc(Cl)ccc2C(F)(F)F)C(=O)Nc2ccc(-c3ccc(F)c(Cl)c3)cc21 (stereo not given),9,-12
O=C(c1ccc(N2CCCC2)c([N+](=O)[O-])c1)N1CCN(S(=O)(=O)c2ccc(Cl)cc2)CC1,-10,4
COc1ccc(C(=O)CC2OC(=O)c3c2ccc(OC)c3OC)cc1 (stereo not given),8,5
CC(C)Nc1nc(N(c2ccccc2)c2ccccc2)nc(-n2ccnc2)n1,1,1
CC(Oc1ccccc1)C(=O)N1CCC2(CC1)Oc1ccc(F)cc1C(=O)C21CC(c2ccccc2)=NO1 (stereo not given),4,2
Cn1cnnc1SCc1ccccc1[N+](=O)[O-],-3,2
CCOc1ccc(-c2nn(-c3ccccc3)cc2/C=C2\SC(N)=NC2=O)cc1C,17,11
CC(=O)N=c1sc2ccccc2n1C,-13,10
S=c1[nH]nc(-c2cc(-c3ccco3)[nH]n2)n1-c1ccccc1,-8,8
Cc1ccc[n+](CC2OCc3ccccc3CO2)c1,2,-3
